BioA inh – inhibitors of Mycobacterium tuberculosis BioA enzyme | inhibition, % at 9.99 µM | purified M. tuberculosis BioA enzyme, plate reader | hit rate 0.096% among 360,000; in the data active = inhibition above about 40%
* marks the source's active call; other numbers are inactive results. Only part of the results is shown (hit frequency here may not be typical).

SMILES	BioA inh
CC(C)NC(=O)Nc1ccc2c(c1)C(=O)N([C@@H](C)CO)C[C@@H](C)[C@H](CN(C)C(=O)Nc1ccc3c(c1)OCO3)OCCCC[C@@H](C)O2	-1.3
CC(C)NC(=O)Nc1ccc2c(c1)C(=O)N([C@H](C)CO)C[C@H](C)[C@@H](CN(C)C(=O)c1ccccc1)OCCCC[C@H](C)O2	-0.2
C[C@@H]1CCCCO[C@@H](CN(C)Cc2ccc(Cl)c(Cl)c2)[C@@H](C)CN([C@H](C)CO)C(=O)c2cc(NC(=O)NC3CCCCC3)ccc2O1	0.3
C/C=C/c1ccc2c(c1)O[C@H](CN(C)C(=O)NC1CCCCC1)[C@H](C)CN([C@@H](C)CO)S2(=O)=O	0.0
O=C(C[C@H]1C=C[C@@H](NC(=O)Nc2ccccc2)[C@@H](CO)O1)NCc1ccccn1	-3.9
CCNC(=O)C[C@H]1CC[C@H]2[C@@H](COc3ccc(NC(=O)Nc4ccccc4C)cc3C(=O)N2C)O1	0.9
O=C(Nc1ccccc1F)N[C@@H]1CC[C@H](CCNC(=O)C2CC2)O[C@@H]1CO	-0.2
COCCNC(=O)C[C@@H]1CC[C@H]2[C@H](COc3ccc(NC(=O)COC)cc3C(=O)N2C)O1	-1.5
O=C(C[C@@H]1C=C[C@H](NC(=O)C2CCOCC2)[C@@H](CO)O1)NCCc1cscn1	1.0
CO[C@H]1CC[C@H]2CCN(C)C(=O)C[C@H](c3ccccc3)CN(C)C(=O)c3cc(C#N)ccc3OC[C@H]1O2	0.8
C[C@@H]1CN([C@H](C)CO)C(=O)c2cc(NC(=O)Nc3ccc(F)cc3)ccc2O[C@@H](C)CCCCO[C@H]1CN(C)C(=O)Nc1ccc(F)cc1	-0.6
Cc1ccccc1S(=O)(=O)N1CC[C@@H]2[C@@H](CO)N(C)c3ccc(-c4cccc(F)c4)cc3[C@@H]21	6.6

An excerpt from above in order of formula weight, largest number first.
SMILES	BioA inh
C[C@@H]1CCCCO[C@@H](CN(C)Cc2ccc(Cl)c(Cl)c2)[C@@H](C)CN([C@H](C)CO)C(=O)c2cc(NC(=O)NC3CCCCC3)ccc2O1	0.3
C[C@@H]1CN([C@H](C)CO)C(=O)c2cc(NC(=O)Nc3ccc(F)cc3)ccc2O[C@@H](C)CCCCO[C@H]1CN(C)C(=O)Nc1ccc(F)cc1	-0.6
CO[C@H]1CC[C@H]2CCN(C)C(=O)C[C@H](c3ccccc3)CN(C)C(=O)c3cc(C#N)ccc3OC[C@H]1O2	0.8
O=C(C[C@@H]1C=C[C@H](NC(=O)C2CCOCC2)[C@@H](CO)O1)NCCc1cscn1	1.0
O=C(Nc1ccccc1F)N[C@@H]1CC[C@H](CCNC(=O)C2CC2)O[C@@H]1CO	-0.2

(cont.)
SMILES	BioA inh
C[C@@H]1CN([C@H](C)CO)C(=O)c2cccc(NS(=O)(=O)c3cccs3)c2O[C@H]1CN(C)C(=O)Nc1ccc(C(F)(F)F)cc1	0.0
CNC[C@H]1OCCCC[C@@H](C)Oc2ccc(NC(=O)C3CCCCC3)cc2C(=O)N([C@H](C)CO)C[C@@H]1C	-0.8
C[C@@H]1CN([C@H](C)CO)C(=O)c2cccc(NC(=O)c3ccc(-c4nccs4)cc3)c2O[C@H]1CN(C)C(=O)Nc1ccc(F)cc1	0.1
C[C@@H]1CN([C@H](C)CO)S(=O)(=O)c2ccc(-c3cccnc3)cc2O[C@H]1CN(C)CC1CCOCC1	5.3
C[C@@H]1CN([C@@H](C)CO)C(=O)c2cccc(NC(=O)C3CCOCC3)c2O[C@@H]1CN(C)C(=O)NC1CCCCC1	-1.5
Cc1ccc(S(=O)(=O)N[C@@H]2CC[C@H](CCNC(=O)C3CCC3)O[C@@H]2CO)cc1	3.0
Cc1ccccc1S(=O)(=O)N1[C@H](CO)[C@@H](c2ccccc2)[C@@H]1C#N	-0.2
COc1ccc(S(=O)(=O)Nc2ccc3c(c2)C(=O)N([C@H](C)CO)C[C@@H](C)[C@@H](CN(C)S(=O)(=O)c2ccc(Cl)cc2)OCCCC[C@H](C)O3)cc1	-3.8
CC(C)(C)[S@@](=O)N1Cc2cc(C(=O)NCc3ccc4c(c3)OCO4)nc(-c3cccc(-c4ccccc4)c3)c2[C@H]1CCO	8.6
C[C@@H]1CN([C@H](C)CO)S(=O)(=O)c2ccc(-c3ccccc3)cc2O[C@@H]1CN(C)C(=O)Nc1ccccc1F	-1.6
C[C@H](NC(=O)C[C@H]1CC[C@H]2[C@@H](COC[C@H](O)CN2Cc2cc(F)ccc2F)O1)c1ccccc1	1.4
O=C(N[C@H]1CC[C@H](CCNS(=O)(=O)Cc2ccccc2)O[C@@H]1CO)c1ccccc1F	-0.3
COCCNC(=O)C[C@H]1CC[C@@H]2[C@H](COC[C@@H](O)CN2S(=O)(=O)c2ccccc2C)O1	-0.7
COc1ccc(NC(=O)Nc2ccc3c(c2)C(=O)N([C@@H](C)CO)C[C@H](C)[C@H](CN(C)S(C)(=O)=O)O3)cc1	-0.3
C[C@@H]1CCCCO[C@@H](CN(C)C(=O)Nc2cccc3ccccc23)[C@H](C)CN([C@H](C)CO)C(=O)c2cc(NC(=O)CCC(F)(F)F)ccc2O1	-1.5
C[C@H](CO)N1C[C@H](C)[C@@H](CN(C)CC2CCCCC2)Oc2ccc(NC(=O)CCC(F)(F)F)cc2CC1=O	-4.0
COC(=O)N(C)C[C@H]1OCc2ccccc2-c2ccccc2C(=O)N([C@H](C)CO)C[C@H]1C	-1.2
C[C@@H]1CCCCO[C@H](CN(C)S(=O)(=O)c2ccccc2)[C@H](C)CN([C@@H](C)CO)C(=O)c2cc(NS(=O)(=O)c3ccc(Cl)cc3)ccc2O1	0.3
Cc1ccccc1-c1cnc2c(c1)C(=O)N([C@H](C)CO)C[C@H](C)[C@@H](CN(C)C(=O)CC1CC1)O2	-2.6
CO[C@H]1CN(C)C(=O)c2cc(NC(=O)c3cnccn3)ccc2OC[C@H](C)N(CCc2ccccc2)C[C@H]1C	1.3
O=C(N[C@H]1C=C[C@@H](CC(=O)N2CCN(c3ccccc3)CC2)O[C@H]1CO)c1ccncc1	0.5
COc1ccccc1S(=O)(=O)N[C@@H]1C=C[C@@H](CC(=O)N2CCCCC2)O[C@H]1CO	-3.2
O=C(C[C@H]1CC[C@H](NC(=O)c2ccc3c(c2)OCO3)[C@@H](CO)O1)NCc1ccc(F)cc1	-2.6
C[C@H](CO)N1C[C@H](C)[C@@H](CN(C)Cc2ccc(F)cc2)Oc2ncc(C#Cc3cccnc3)cc2C1=O	3.3

Three of the compounds above, as labelled records:
Cc1ccccc1-c1cnc2c(c1)C(=O)N([C@H](C)CO)C[C@H](C)[C@@H](CN(C)C(=O)CC1CC1)O2
  BioA inh: -2.6
C[C@@H]1CCCCO[C@H](CN(C)S(=O)(=O)c2ccccc2)[C@H](C)CN([C@@H](C)CO)C(=O)c2cc(NS(=O)(=O)c3ccc(Cl)cc3)ccc2O1
  BioA inh: 0.3
COc1ccc(NC(=O)Nc2ccc3c(c2)C(=O)N([C@@H](C)CO)C[C@H](C)[C@H](CN(C)S(C)(=O)=O)O3)cc1
  BioA inh: -0.3

Next entries
SMILES	BioA inh
C[C@@H]1CN([C@@H](C)CO)C(=O)c2cc(NC(=O)c3ccncc3)ccc2O[C@@H](C)CCCCO[C@H]1CN(C)C(=O)NC1CCCCC1	-0.4
CO[C@@H]1CN(C)C(=O)c2ccc(NC(=O)c3ccccc3)cc2OC[C@@H](C)N(C(=O)C2CC2)C[C@@H]1C	-0.4
CCCC(=O)Nc1ccc2c(c1)OC[C@@H](C)N(CCC)C[C@H](C)[C@H](OC)CN(C)C2=O	1.7
Cc1noc(C)c1NC(=O)N(C)C[C@@H]1Oc2ccc(NC(=O)Nc3cccc4ccccc34)cc2CC(=O)N([C@H](C)CO)C[C@H]1C	-1.0
C[C@H](CO)N1C[C@H](C)[C@H](CN(C)C(=O)CCCN(C)C)OCc2cn(nn2)CCCC1=O	-0.3
COc1ccc(S(=O)(=O)N[C@@H]2CC[C@H](CCNC(=O)CN3CCOCC3)O[C@H]2CO)cc1	-1.0
COc1cccc(NC(=O)N(C)C[C@@H]2Oc3ncc(/C=C/c4ccccc4)cc3C(=O)N([C@H](C)CO)C[C@H]2C)c1	1.0
C[C@H]1CN([C@@H](C)CO)C(=O)CCCn2cc(nn2)CO[C@@H]1CN(C)Cc1ccccc1C(F)(F)F	-1.3
CN1CCN(C(=O)C[C@H]2CC[C@H]3[C@@H](COc4ccc(NC(=O)C5CCCCC5)cc4C(=O)N3C)O2)CC1	-3.5
COc1ccc(S(=O)(=O)Nc2ccc3c(c2)C(=O)N([C@@H](C)CO)C[C@@H](C)[C@@H](CN(C)S(=O)(=O)c2ccc(F)cc2)O3)cc1	2.0
O=C(NCC[C@@H]1CC[C@H](NC(=O)C2CC2)[C@H](CO)O1)c1cc(Cl)cc(Cl)c1	-1.0
CC(C)NC(=O)N(C)C[C@@H]1OCCCC[C@@H](C)Oc2ccc(NC(=O)Nc3ccc4c(c3)OCO4)cc2C(=O)N([C@@H](C)CO)C[C@H]1C	1.2
CCN(C[C@@H]1[C@@H](c2ccccc2)[C@H](CO)N1CC1CC1)C(=O)c1cccc(F)c1	1.4
COc1ccc(NC(=O)N[C@H]2CC[C@H](CC(=O)NC3CCC3)O[C@@H]2CO)cc1	-1.3
CCCNC(=O)[C@@H]1c2ccccc2C(=O)N(Cc2ccccc2OC)[C@H]1c1ccc(CO)cc1	-0.3
C[C@H]1CN([C@@H](C)CO)C(=O)c2cc(NC(=O)CCN3CCOCC3)ccc2O[C@@H]1CN(C)Cc1ccc(Cl)c(Cl)c1	-0.7
CCCC#Cc1ccc2c(c1)O[C@@H](CN(C)C(=O)c1cnccn1)[C@H](C)CN([C@@H](C)CO)S2(=O)=O	-1.8
O=S(=O)(N[C@H]1CC[C@H](CCn2cc(C3CC3)nn2)O[C@H]1CO)c1ccc(F)cc1	0.6
O=C(O)[C@@H]1[C@@H](CO)[C@@H]2Cn3c(ccc(-c4ccccc4)c3=O)[C@@H]2N1Cc1ccccc1F	2.1
C[C@@H]1CN([C@H](C)CO)C(=O)Cc2cc(NC(=O)Cn3cnnn3)ccc2O[C@@H]1CN(C)S(C)(=O)=O	0.7
CO[C@H]1CN(C)C(=O)c2cc(C#N)ccc2OCC[C@H]2CC[C@@H](OC)[C@H](CN(C)C(=O)[C@@H]1C)O2	-1.6
CCC(=O)Nc1ccc2c(c1)C(=O)N(C)C[C@H](OC)[C@H](C)CN(C(=O)NC(C)C)[C@H](C)CO2	-0.6
CCC(=O)N(C)C[C@@H]1Oc2cc(C#Cc3cccnc3)ccc2S(=O)(=O)N([C@H](C)CO)C[C@@H]1C	0.2
O=C(Nc1ccccc1F)N1C[C@H]2[C@@H](c3ccccc31)[C@H](CO)N2C(=O)Nc1ccccc1	0.4
CC(=O)N(C)C[C@H]1[C@H](c2ccc(-c3cccnc3)cc2)[C@@H](CO)N1C(=O)C1CC1	0.9
O=C(NC1CCCC1)N1CCCCN2[C@H](C1)[C@H](c1ccc(-c3cccnc3)cc1)[C@@H]2CO	-1.7
COc1ccc(S(=O)(=O)Nc2ccc3c(c2)C(=O)N([C@H](C)CO)C[C@@H](C)[C@@H](CN(C)Cc2ccc(Cl)c(Cl)c2)O3)cc1	2.2
CCCNC(=O)N(C)C[C@H]1Oc2cc(C#CCC(C)C)ccc2S(=O)(=O)N([C@@H](C)CO)C[C@@H]1C	1.7
Cc1noc(C)c1NC(=O)Nc1ccc2c(c1)CC(=O)N([C@@H](C)CO)C[C@H](C)[C@H](CN(C)Cc1ccncc1)O2	2.5
CCCNC(=O)C[C@@H]1CC[C@@H]2[C@H](COc3ccc(NC(=O)Cc4cccs4)cc3C(=O)N2C)O1	1.1
C[C@@H]1CCCCO[C@@H](CN(C)C(=O)Cc2ccccc2)[C@@H](C)CN([C@H](C)CO)C(=O)c2cc(NC(=O)Cc3ccccc3)ccc2O1	-2.0
COCC#Cc1cnc2c(c1)C(=O)N([C@H](C)CO)C[C@H](C)[C@@H](CN(C)C(=O)c1ccc(F)cc1)O2	0.3
Cc1noc(C)c1S(=O)(=O)Nc1ccc2c(c1)CC(=O)N([C@@H](C)CO)C[C@@H](C)[C@H](CN(C)C)O2	-0.5
CO[C@H]1CN(C)C(=O)c2cc(NS(=O)(=O)c3ccc(F)cc3)ccc2OC[C@@H](C)NC[C@@H]1C	-1.8
Cc1cccc(-c2ccc([C@@H]3[C@H](CO)N4CCCCN(Cc5ccncc5)C[C@@H]34)cc2)c1	3.3
Cc1noc(C)c1NC(=O)Nc1cccc2c1O[C@H](CN(C)Cc1ccc(Cl)c(Cl)c1)[C@H](C)CN([C@H](C)CO)C2=O	-1.3
CC(=O)N1[C@@H]2Cn3c(cccc3=O)[C@H]1[C@@H](C(=O)N1CCc3ccccc3C1)[C@@H]2CO	3.1
C[C@H]1CN([C@@H](C)CO)C(=O)Cc2cc(NS(=O)(=O)c3ccc(F)cc3)ccc2O[C@H]1CN(C)C(=O)Nc1ccc(F)cc1	-0.6
O=C(NC1Cc2ccccc2C1)[C@H]1[C@H](CO)[C@H]2Cn3c(ccc(-c4ccccc4)c3=O)[C@@H]1N2	-0.7
CO[C@H](CN(C)C(=O)c1cnccn1)[C@@H](C)CN([C@@H](C)CO)S(=O)(=O)c1ccc(Cl)cc1	0.8
O=C(C[C@H]1CC[C@H](NS(=O)(=O)c2ccccc2)[C@H](CO)O1)NCCN1CCCCC1	-1.1
O=S(=O)(c1cccs1)N1CCCCN2[C@H](C1)[C@@H](c1ccc(Br)cc1)[C@@H]2CO	-3.1
COCC(=O)N(C)C[C@H]1Oc2ncc(C#CC3(O)CCCC3)cc2C(=O)N([C@H](C)CO)C[C@@H]1C	-2.2
COc1ccc(S(=O)(=O)N2CCCCN3[C@H](CO)[C@H](c4ccc(-c5cccnc5)cc4)[C@@H]3C2)cc1	-2.0
COc1ccc(CN(C)C[C@H]2Oc3c(NS(=O)(=O)c4ccccc4)cccc3C(=O)N([C@H](C)CO)C[C@@H]2C)cc1	-1.5
